NPSR antag = neuropeptide S receptor (human) antagonism, cAMP | AID 1461 | Potency, µM (doses to about 38.3 µM), without a hit: at the highest dose activity change, negative = inhibition, actives largely listed as inhibitors | 1% of 220,000 active | CHO-NPSR cells, cAMP TR-FRET, antagonist mode; further: potency means the concentration at half of the fitted maximal effect; on the % scale 0 is the no-effect control and ±100 the full control effect; nearly all actives have a fitted effect of over 50% in size; many of its hits are not listed in these tables
TexasRed fluor = counter-screen for TRb-SRC2 inhibitors: fluorescence interference. 0.29% of 280,000 active. Potency, µM (doses to about 106 µM), for inactives: at the highest dose fluorescence change, negative = quenching. TRb/SRC2 Texas Red total fluorescence interference; active means well fitted curve in either direction with a large enough effect; inconclusive means small, poorly fitted or top-dose-only effect; further: potency means the concentration at half of the fitted maximal effect; on the % scale 0 is the no-effect control and ±100 the full control effect
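Human TRb ligand-binding domain at 0.6 uM with 20 nM Texas Red SRC2 peptide in Tris buffer containing 1 uM T3 and 5% DMSO, incubated with compound 5 h at ambient temperature. Total fluorescence (555/632 nm) calculated as parallel + 2 × perpendicular.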
CBFb RUNX1 block = CBF-beta/RUNX1 interaction disruption; Q01196+Q13951; AlphaScreen CBFb-His/RUNX1-biotin binding, biochemical; Potency, µM (titrated, usually from 59.8 µM), for inactives: top-dose activity, negative = inhibition, most hits filed as inhibitors; 230,000 tested, under 10 active; AID 1477; further: % of control where 0% means no effect
Target sequence (Q01196 whole entry, looked up): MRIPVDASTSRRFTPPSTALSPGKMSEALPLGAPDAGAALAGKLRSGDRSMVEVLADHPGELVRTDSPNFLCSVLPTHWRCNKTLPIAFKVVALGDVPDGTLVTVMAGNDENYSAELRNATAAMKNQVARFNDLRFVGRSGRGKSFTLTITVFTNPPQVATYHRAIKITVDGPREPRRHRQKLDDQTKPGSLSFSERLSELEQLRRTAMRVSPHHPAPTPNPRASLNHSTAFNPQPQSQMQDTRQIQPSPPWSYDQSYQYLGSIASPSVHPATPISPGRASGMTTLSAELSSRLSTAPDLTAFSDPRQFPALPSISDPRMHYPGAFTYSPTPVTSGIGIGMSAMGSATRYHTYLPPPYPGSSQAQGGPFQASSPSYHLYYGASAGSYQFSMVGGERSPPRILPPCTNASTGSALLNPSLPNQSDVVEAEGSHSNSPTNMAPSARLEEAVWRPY
Target sequence (Q13951 whole entry, looked up): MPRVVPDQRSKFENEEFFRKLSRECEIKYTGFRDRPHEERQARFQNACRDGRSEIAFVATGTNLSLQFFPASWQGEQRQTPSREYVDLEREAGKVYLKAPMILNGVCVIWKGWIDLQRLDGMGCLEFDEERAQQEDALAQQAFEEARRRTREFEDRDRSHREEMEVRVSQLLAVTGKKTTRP
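Interaction loss through any mechanism counts as activity. Pre-formed complex of His-CBF-beta and biotin-RUNX1 (30 nM apiece) is incubated with compound 15 min, then with 50 ng nickel and 50 ng streptavidin beads for 90 min before AlphaScreen detection.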
Epigenetic derep = regulators of epigenetic silencing causing reporter derepression in mouse cells | AID 1865 | 0.2% of 280,000 active | murine LDR cells, GFP reporter derepression, 30 h | Potency, µM (series often up to 53.9 µM), for inactives: at the highest dose GFP activation, hits mostly activators; further: potency means the concentration at half of the fitted maximal effect; % of control where 0% means no effect; nearly all actives have a fitted effect of over 60% in size
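Readout is the number of GFP-expressing murine LDR cells, counted by cytometry following washing. Cells were treated with compound for 30 h at 37 C; the stably integrated CMV-GFP locus is normally silent.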
aGal spleen mod = alpha-galactosidase A (human) modulation. P06280. human spleen homogenate, 4MU-alpha-Gal fluorescence, 40 min. Potency, µM (titrated, usually from 80 µM), for inactives: at the highest dose activity change, negative = inhibition, usual class: inhibitors. 0.008% of 240,000 active;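 further: potency means the concentration at half of the fitted maximal effect; 0% = enzyme with vehicle and -100% = no enzyme basal signal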
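Human spleen homogenate (1 ug) as enzyme source, 4-methylumbelliferyl-alpha-D-galactopyranoside 1 mM final, citrate/phosphate pH 5.0 with 0.01% Tween-20. Compounds 40 min at 37C, NaOH/glycine stop; fluorescence Ex 365/Em 440, Hill-fit AC50.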
Tau FP inhib = tau fibrillization inhibition (FP); K18 P301L tau heparin fibrillization, Alexa594 FP, 6 h; Potency, µM (doses to about 57.7 µM), inactives show top-dose activity, negative = inhibition, most hits filed as inhibitors; 0.39% of 280,000 active; AID 1468; further: potency means the concentration at half of the fitted maximal effect; on the % scale 0 is the no-effect control and ±100 the full control effect; nearly all actives have a fitted effect of over 55% in size
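Human K18 P301L fragment (15 uM unlabeled plus 0.24 uM Alexa 594-labeled) in 100 mM sodium acetate pH 7 with compound, aggregation induced by 20 uM heparin for 6 hr at 37 C. ThT (30 uM) added for 1 hr, then Alexa 594 FP read.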
Tau fluor cs = counter-screen for tau fibril formation inhibitors; tau K18 P301L Alexa594 fluorescence, heparin fibrillization; Potency, µM (series often up to 57.7 µM), for inactives: at the top dose activity change, negative = decrease; 0.93% of 280,000 active; AID 1463; further: potency means the concentration at half of the fitted maximal effect; on the % scale 0 is the no-effect control and ±100 the full control effect; nearly all actives have a fitted effect of over 55% in size
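Human tau K18 P301L (15 uM unlabeled, 0.24 uM Alexa 594-labeled) in 100 mM sodium acetate pH 7 with 20 uM heparin, 6 hr at 37 C. ThT 30 uM added, 1 hr ambient; Alexa 594 FP and total fluorescence read at 555/632 nm.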
TRb-SRC2 inh = disrupts binding of human TR beta to SRC2; P10828; TRbeta-SRC2 peptide binding, fluorescence polarization; receptor liganded with 1 µM T3; Potency, µM (highest dose often 106 µM), inactives show at the highest dose activity change, negative = inhibition, usual class: inhibitors; 0.065% of 280,000 active; AID 1469;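 further: potency means the concentration at half of the fitted maximal effect; plate controls were bound peptide for no effect and peptide without receptor for full effect; nearly all actives have a fitted effect of over 50% in size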
Target sequence (P10828 whole entry, looked up): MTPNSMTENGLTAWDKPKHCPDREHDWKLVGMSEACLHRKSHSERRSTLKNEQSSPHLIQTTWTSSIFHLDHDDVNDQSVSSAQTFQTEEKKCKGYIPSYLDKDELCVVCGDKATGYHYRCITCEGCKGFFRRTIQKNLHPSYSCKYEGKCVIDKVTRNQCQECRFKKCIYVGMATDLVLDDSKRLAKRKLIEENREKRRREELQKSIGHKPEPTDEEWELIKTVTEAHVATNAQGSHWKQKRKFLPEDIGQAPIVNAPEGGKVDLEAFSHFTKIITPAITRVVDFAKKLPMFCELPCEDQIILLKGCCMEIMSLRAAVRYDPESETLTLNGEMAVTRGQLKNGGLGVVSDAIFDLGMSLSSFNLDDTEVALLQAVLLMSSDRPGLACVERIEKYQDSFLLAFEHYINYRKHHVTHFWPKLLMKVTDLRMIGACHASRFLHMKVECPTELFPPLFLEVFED
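Compounds were added to 0.6 uM TRb ligand-binding domain and 20 nM Texas Red-labeled SRC2 peptide in Tris buffer containing 1 uM T3, incubated 5 hr at ambient temperature, then read by fluorescence polarization.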
* marks the source's active call; other numbers are inactive results; ? = inconclusive; . = not tested or not shown; [ ] = remark or other dose. Unless noted, the call rests on the fitted dose curve; in most records, active means well fitted curve in the direction sought with a large enough effect; inconclusive means small, poorly fitted or top-dose-only effect, or another doubt; inactive means no such curve, though single readings can be large; an effect the other way counts as inactive or inconclusive.

Results follow in this order: CBFb RUNX1 block, Tau FP inhib, TRb-SRC2 inh, NPSR antag, aGal spleen mod, TexasRed fluor, Epigenetic derep, Tau fluor cs
1) O=C(Cc1ccc(Cl)cc1)NCCN1CCCC1
    3%, 7%, -9%, 8%[46.1 µM], 5%, -3%, -0.1%, -1%
2) CCCC1(C(=O)O)NC(c2cccc(OC)c2O)C2C(=O)N(c3ccccc3)C(=O)C21 (stereo not given)
    4%, -1%, 2%, -9%[46.1 µM], -7%, 1%, -4.6%, -5%
3) CC1CCCCN1CCNC(=O)CN1C(=O)COc2ccccc21 (stereo not given)
    0%, -15%, -9%, 2%[46.1 µM], -15%, 1%, 5.6%, -10%
4) O=C(NC1CCCCCC1)c1ccc(=O)n(Cc2ccccc2)n1
    6%, 7%, 2%, -12%, 4%, -2%, -1.1%, -13%
5) O=C(CCCn1c(=S)[nH]c2ccccc2c1=O)N1CCCCC1
    7%, -7%, 1%, -8%[46.1 µM], -3%, 3%, 2.4%, -13%
6) COC(=O)C(C)Sc1nc2c(c(=O)n1-c1ccccc1)SCC2 (stereo not given)
    -15%, -3%, 6%, 9%[46.1 µM], 12%, -5%, 4.5%, -9%
7) Cc1ccccc1-c1nc(CS(=O)(=O)CC(=O)NCC(C)c2ccccc2)c(C)o1 (stereo not given)
    ., 8%, 3%, ., ., -3%, -0.3%, -12%
8) CCOc1ccc(CCNC(=O)c2cccnc2N2CCCC2)cc1OCC
    11%, ?, -5%, 7%[46.1 µM], 1%, -8%, 1.2%, -4%
9) COc1ccc(OC)c(NC(=O)c2cnc(N3CCCC3)nc2C)c1
    ., 10%, -1%, ., ., -1%, -6.6%, -8%
10) O=C(CSc1nc2nccnc2c(=O)n1CCc1c[nH]c2ccccc12)Nc1ccc(F)cc1
    ., -13%, -1%, ., ., -9%, 0.8%, -2%
11) COc1ccc(-c2cc(-c3ccccc3)nc(-c3ccc4c(c3)NC(=O)CO4)c2)cc1
    5%, ?, -19%, -3%[46.1 µM], -2%, -2%, -1.0%, ?
12) Nc1ncnc2c1ncn2[C@@H]1O[C@H](COP(=O)(O)OP(=O)(O)OP(=O)(O)O)[C@@H](O)[C@H]1O
    2%, -4%, 8%, ., -7%, -3%, 0.0%, -4%
13) COC(=O)c1cc(Cl)c(NC(=O)c2ccc(F)cc2)cc1OC
    3%, 7%, -1%, -2%, 4%, -2%, -1.1%, -1%
14) O=c1c2c3c(sc2n(Cc2cc(=O)n4ccccc4n2)c(=O)n1-c1ccc(Cl)cc1)CCC3
    ., -11%, 1%, ., ., 1%, ?, -8%
15) O=C(c1ccc(S(=O)(=O)c2ccc(Cl)cc2)cc1)N1CCOCC1
    -7%, -4%, 3%, -7%, -3%, -2%, 0.0%, -8%
16) C[C@@H]1C=C[C@](Cc2ccccc2)(C(=O)NCCCNc2ncc(C(F)(F)F)cc2Cl)N1C(=O)c1ccccc1
    0%, 8%, 8%, ., 1%, -10%, 5.0%, -14%
17) CN(CC(=O)NC1CC1)S(=O)(=O)c1ccc(F)cc1
    4%, 2%, 6%, -9%, 3%, 0%, 3.8%, 16%
18) O=C(CCn1c(=O)c2ccccc2n(Cc2cc(=O)n3ccccc3n2)c1=O)NCc1ccco1
    -7%, -3%, -7%, 12%, 6%, 0%, 0.2%, -1%
19) O=C1CCCCC1
    1%[21.7 µM], ., -6%, ., -6%, -1%, ., .
20) CCOc1ccc2ncc3c(-c4ccc(C)cc4)nn(-c4cccc(F)c4)c3c2c1
    ., 5%, -5%, ., ., 2%, 0.0%, 11%
21) O=C(CC1C(=O)OCN1C(=O)OCc1ccccc1)OCC(=O)c1ccccc1 (stereo not given)
    3%, 5%, 3%, 2%[46.1 µM], 1%, -1%, -5.7%, -4%
22) c1cc2ccc3ccc(-n4cnnn4)c4ccc(c1)c2c34
    1%, 2%, -14%, -24%[46.1 µM], -1%, -3%, ?, -20%
23) Nc1c(C(=O)NCCN2CCOCC2)c2nc3ccccc3nc2n1CCc1ccccc1
    ?, 8%, 5%, ?, ?, -2%, 0.0%, ?
24) O=c1cc(-c2ccc(F)cc2F)[nH]c2ccc(F)cc12
    6%[89.1 µM], 1%[81.3 µM], -13%, ., -2%[119 µM], -51%, -4.3%[96.6 µM], -6%[81.3 µM]
25) CCn1cc(C(=O)NCc2ccc3c(c2)OCO3)c(=O)c2cc(F)c(N3CCN(C(=O)c4ccco4)CC3)cc21
    -1%, 10%, 10%, -28%[46.1 µM], 8%, 2%, 4.6%, -4%
26) N#Cc1nc(-c2cccs2)oc1NCc1ccccc1
    3%, 12%, 0%, -24%[46.1 µM], 22%, -7%, -2.4%, ?
27) Cn1c(=O)c2c(nc(CN3CCC(C(N)=O)CC3)n2Cc2c(F)cccc2Cl)n(C)c1=O
    7%, 7%, 0%, -14%[46.1 µM], 3%, 0%, -0.7%, 3%
28) CC(=O)c1c(C)[nH]c(C(=O)O)c1C
    -4%, -13%, -1%, -14%, -16%, 2%, 1.0%, -12%
29) COC(=O)c1cc2oc3ccccc3c2n1CC(=O)Nc1ccccc1OC
    5%, -4%, -6%, -2%[46.1 µM], 2%, 3%, -0.3%, -16%
30) O=C(Cc1ccc(Cl)cc1)Nc1ccccc1N1CCOCC1
    2%, 1%, 0%, -15%[46.1 µM], 4%, -1%, -1.1%, -11%
31) COCCn1nnnc1C(c1cccs1)N1CCCC(C)C1 (stereo not given)
    5%, -2%, -5%, -11%, 2%, -3%, -1.1%, 8%
32) CC(C)(C)OC(=O)N1CCCC1C(=O)NC1COC2CC(n3ccc(=O)[nH]c3=O)OC12 (stereo not given)
    11%, ., 4%, ., -27%, -1%, ., .
33) CCc1c(C)sc(NC(=O)C2CCCCC2C(=O)O)c1C(N)=O (stereo not given)
    2%, ?, 0%, -10%[46.1 µM], 10%, 2%, 3.4%, -13%
34) Nc1cccnc1Sc1cc(Cl)c(Cl)cc1Cl
    1%, -7%, ?, -4%[46.1 µM], -2%, -3%, 3.7%, -28%
35) CCn1c(SCC(=O)Nc2cc3oc4ccccc4c3cc2OC)nnc1-c1cccs1
    2%, -7%, 3%, ?, 1%, 1%, -1.1%, -20%
36) CCOc1ccc(-c2cn(-c3ccc(C)cc3)c(SCC(=O)Nc3ccc(C)cc3)n2)cc1
    ., 5%, 3%, ., ., -8%, -1.3%, -18%
37) COc1ccc(N(CC(=O)Nc2nccs2)S(=O)(=O)c2c(C)[nH]c(=O)[nH]c2=O)cc1
    14%, 4%, -1%, 15%, 5%, 0%, 3.6%, -1%
38) COc1cc(CNC2CCCCCCC2)cc(Br)c1OCC#N
    6%, 3%, 8%, 0%, -2%, -1%, -4.3%, 6%
39) COc1ccc(S(=O)(=O)NC(N)=NCCc2ccc(OC)c(OC)c2)cc1
    -1%, 8%, 2%, -3%, -12%, -2%, 1.1%, 3%
40) COc1ccc(-n2c(Cn3c(=O)sc4ccccc43)nnc2SCC(=O)N2CCCC2)cc1
    0%, 9%, -9%, -9%[46.1 µM], 6%, -3%, 2.7%, -2%
41) CCOCC(=O)Nc1nnc(COc2ccc(Cl)cc2)s1
    -1%, -11%, 2%, -4%[7.67 µM], 2%, -1%, 0.9%, -18%
42) O=C(NCc1ccccc1Cl)C1CCCN(S(=O)(=O)c2cnc[nH]2)C1 (stereo not given)
    -2%, 3%, 4%, 0%[46.1 µM], 7%, 4%, -0.4%, -2%
43) COc1ccc(NC(=O)CSc2nc3ccccc3n2CC(=O)NCc2ccc(F)cc2)cc1
    ., ?, -2%, ., ., -2%, 12%, -18%
44) Cc1cccc2c1-c1sc(C(=O)NCCCN3CCN(c4cccc(Cl)c4)CC3)cc1CO2
    ., -8%, -3%, ., ., -4%, 0.9%, ?
45) COc1ccc(CN=Cc2c(O)[nH]c3ccccc23)cc1
    -3%, -2%, 8%, -4%, 3%, -4%, 1.2%, ?
46) CCCn1ncc(OC)c(Cl)c1=O
    5%, -2%, 0%, 4%[46.1 µM], 7%, -4%, -1.1%, -3%
47) O=c1sc2ccccc2c(N2CCCC2)c1[N+](=O)[O-]
    0%, -2%, 5%, 10%, -1%, -6%, 0.8%, -5%
48) Cn1cnc(S(=O)(=O)N2CCCC(C(=O)NCc3ccc(F)cc3)C2)c1 (stereo not given)
    ., 0%, 1%, ., ., -2%, 7.3%, 0%
49) O=C(NCC1CCCO1)C(=O)NCC(c1ccco1)N1CCN(c2ccc(F)cc2)CC1 (stereo not given)
    -3%, 9%, 12%, 15%, 5%, 0%, -0.9%, -11%
50) Cc1noc(C)c1COC(=O)c1ccc2ccccc2n1
    -7%, -4%, 7%, -10%[46.1 µM], 2%, -4%, -2.1%, -4%
51) CC(=O)Nc1ccc(S(=O)(=O)N2CCNC(=O)CC2)cc1
    2%, 7%, 8%, -4%[46.1 µM], 1%, 0%, -0.5%, -6%
52) CCC(C)(C(=O)Nc1ccccc1C)N(C(=O)CNC(C)=O)c1ccc(C)cc1 (stereo not given)
    3%, 5%, -4%, 13%, 0%, -1%, 5.2%, 7%
53) CCCn1c(SCC(=O)N2CCCc3ccccc32)nnc1-c1ccco1
    -1%, 0%, -1%, 3%[46.1 µM], -2%, -2%, 0.0%, 3%
54) COc1ccc(-c2nc(C#N)c(NCCc3ccccc3)o2)cc1
    5%, 9%, -7%, -25%[46.1 µM], -5%, -8%, -0.8%, ?
55) COc1ccc(NC(=O)/C(C#N)=C/c2ccc(Sc3nncn3C)c([N+](=O)[O-])c2)cc1
    10%, 3%, -9%, -8%, -10%, -4%, 11%, -26%
56) O=C(NCc1cccnc1)C(=O)NCC1OCCN1S(=O)(=O)c1ccccc1 (stereo not given)
    2%[2.36 µM], 6%, -4%, 15%, 1%, -2%, -0.3%, -2%
57) CCOC(=O)N1CCN(C(c2ccc(F)cc2)c2sc3nc(C)nn3c2O)CC1 (stereo not given)
    2%, 6%, -4%, -3%[46.1 µM], -3%, 2%, 0.0%, -1%

Screen by screen, quoted from above:
Compounds 42–51 in Tau FP inhib read 3%, ?, -8%, -2%, -2%, -2%, 0%, 9%, -4%, 7%
Compounds 42–51 in aGal spleen mod read 7%, ., ., 3%, 7%, -1%, ., 5%, 2%, 1%
Compounds 42–51 in Epigenetic derep read -0.4%, 12%, 0.9%, 1.2%, -1.1%, 0.8%, 7.3%, -0.9%, -2.1%, -0.5%

From PubChem BioAssay

Some of the compounds tested; the hit share may differ from the screen's.
